Measles CPE = protection of cells from measles virus; protection (pct of control), % at 4 µM; 140,000 tested, 1.5% active; Measles virus-infected cells, CPE protection, absorbance; in the data active = protection mostly above about 24%, no sharp cut-off; inactive = mostly below about 26%; also: some compounds called inactive have numbers as strong as hits
GALR2 antag = GALR2 (human) receptor antagonism. O43603. GALR2-expressing cells, antagonist mode. inhibition, % at 4 µM. 140,000 tested, 0.39% active. AID 828; in the data active = inhibition above about 27%;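 also: cells stimulated with galanin 1-16 at roughly its EC80; 0% = agonist challenge control and 100% = basal control without agonist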
Target sequence (O43603 whole entry, looked up): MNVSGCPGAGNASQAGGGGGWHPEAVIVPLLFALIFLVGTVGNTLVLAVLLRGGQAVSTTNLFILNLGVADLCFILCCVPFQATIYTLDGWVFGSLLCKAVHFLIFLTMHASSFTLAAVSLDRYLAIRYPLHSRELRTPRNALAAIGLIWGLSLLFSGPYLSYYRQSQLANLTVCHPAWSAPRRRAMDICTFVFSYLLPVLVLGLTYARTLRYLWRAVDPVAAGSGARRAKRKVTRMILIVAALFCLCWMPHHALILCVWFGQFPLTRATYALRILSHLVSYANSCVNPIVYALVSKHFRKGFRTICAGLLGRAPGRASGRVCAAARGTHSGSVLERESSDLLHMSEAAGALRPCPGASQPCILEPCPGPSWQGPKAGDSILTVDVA
Phagocyt inh = blocks phagocytosis by macrophages; inhibition, % at 5 µM; 110,000 tested, 0.07% active; J774A.1 macrophage IgG-bead phagocytosis, imaging; AID 1029;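 active = inhibition above the mean of the plate negative controls plus 5 SD, cut at about 13% in these data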;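 also: phagocytic index as fraction of beads internalized from green versus red external bead signal; plate controls were DMSO negative control for no effect and cytochalasin-D positive control for full effect; some results beyond the cut were filed as inactive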
Yeast life ext = yeast lifespan extension; 130,000 tested, 0.68% active; inhibition of the nicotinamide effect, % at 10 µM; S. cerevisiae growth with nicotinamide, OD615; deaD strain in restrictive glucose medium;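 active = inhibition above a set limit, placed 3 SD over the median of all compounds, cut at about 26% in these data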;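 also: 0% = nicotinamide-treated wells and 100% = cells grown without nicotinamide; some compounds called inactive have numbers as strong as hits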
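Test system – modified budding yeast, DeaD strain · Compound – single dose 10 µM compound, 0.25% DMSO · Times – culture preincubation 4 h, compound exposure 48 h, both 30 °C · Detection – optical density (absorbance) at 615 nm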
HCT116 PTEN-null = suppresses growth of cells with PTEN deletion; HCT116 PTEN-null viability, CellTiter-Glo, 60 h; hits give low values; viability, % at 10 µM; 140,000 tested, 1.2% active;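 active = viability at or below a set limit, 4 SD under the median of all tested compounds, cut at about 3.7% in these data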;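 also: PTEN knockout HCT116 line with beta catenin targeted HCT116 as companion control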
MRP-1 activ = activators of MRP-1; H69AR cells + doxorubicin, viability rescue, CellTiter-Glo; viability increase, % at 10 µM; 140,000 tested, 0.61% active; AID 799;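 active = viability gain under doxorubicin at or above a set limit, the compound median plus 3 SD, cut at about 4.7% in these data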;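 also: MRP-1 overexpressing cells given doxorubicin 25 µM after compound pretreatment; 18-22 h compound pretreatment then 72 h with doxorubicin before readout; 0% = doxorubicin-only wells and 100% = vehicle-treated cells without doxorubicin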
bCat KO growth = beta-catenin-lacking colon tumor cell growth suppression | HCT116 beta-catenin knockout viability, CellTiter-Glo, 60 h; hits give low values | AID 818 | 140,000 tested, 1.5% active | viability, % at 10 µM;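 active = viability at or under a set limit, the compound median less 4 SD, cut at about 6% in these data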;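 also: 0% = Hyamine 1622 control at 20 µM and 100% = untreated cell control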
E-sel TNF inh = TNF alpha driven E-selectin expression inhibition; HUVEC TNFa-induced E-selectin immunofluorescence, high content; inhibition, % at 2 µM; 120,000 tested, 0.71% active;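 active = inhibition above the batch mean plus 3 SD, and confirmed as a hit on visual image review, cut at about 43% in these data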;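 also: 0% = TNF-stimulated DMSO wells and 100% = unstimulated control wells; not every result past the cut was called active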
Yeast growth inh = chemicals that inhibit yeast BB579 growth in restrictive medium (lifespan-shortening candidates); 140,000 tested, 0.51% active; inhibition, % at 10 µM; S. cerevisiae BB579 growth, OD615, 48 h; AID 804;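 active = inhibition above a set limit, 3 SD over the mean compound inhibition, cut at about 44% in these data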; also: inactives centre near -24
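Material: Saccharomyces cerevisiae DeaD strain BB579, replicative lifespan model yeast; buffer or medium: CSMM-D restrictive synthetic medium containing dextrose (glucose); compound: 10 µM single dose, DMSO 0.25%; timing: 48 h compound exposure at 30 °C after 4 h preincubation; signal: turbidity as optical density at 615 nm; benchmarks: positive control amphotericin B 10 µg/mL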
NPY Y2 blocker = NPY-Y2 (human) receptor antagonism. P49146. NPY-Y2 expressing cells, antagonist mode. inhibition, % at 2.7 µM. 140,000 tested, 0.99% active. AID 793; in the data active = inhibition above about 17%;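 also: 0% = vehicle with agonist challenge and 100% = reference antagonist with challenge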
Target sequence (P49146 whole entry, looked up): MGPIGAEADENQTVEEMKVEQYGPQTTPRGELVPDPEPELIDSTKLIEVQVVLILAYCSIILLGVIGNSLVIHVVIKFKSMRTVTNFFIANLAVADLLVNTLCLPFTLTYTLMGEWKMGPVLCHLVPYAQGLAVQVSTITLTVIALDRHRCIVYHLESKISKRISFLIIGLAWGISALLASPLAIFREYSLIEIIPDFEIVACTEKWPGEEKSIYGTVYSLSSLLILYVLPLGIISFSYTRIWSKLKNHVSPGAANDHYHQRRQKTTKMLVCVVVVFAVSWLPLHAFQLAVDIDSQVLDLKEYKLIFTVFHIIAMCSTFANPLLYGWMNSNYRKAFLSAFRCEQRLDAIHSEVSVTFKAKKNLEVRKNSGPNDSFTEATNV
The depositor's hits bear a star; · = not tested or not shown.

| SMILES | Measles CPE | GALR2 antag | Phagocyt inh | Yeast life ext | HCT116 PTEN-null | MRP-1 activ | bCat KO growth | E-sel TNF inh | Yeast growth inh | NPY Y2 blocker |
| --- | --- | --- | --- | --- | --- | --- | --- | --- | --- | --- |
| COc1ccc(S(=O)(=O)N2CCN(CCO)CC2)cc1-c1nnc2c3ccccc3c(C)nn12 | 5.2 | 9.2 | -0.1 | -2.1 | 105.3 | -0.3 | 103.4 | -31.3 | -51.6 | 9.9 |
| Cc1cc(C)nc(N2CCC(C(=O)Nc3nnc(C)s3)CC2)n1 | 6.5 | 6.1 | -0.5 | -7.9 | 102.0 | -1.5 | 108.6 | 2.9 | -19.8 | 0.2 |
| COc1ccc(CCNC(=O)c2ccc(Cl)c(S(=O)(=O)N(C)c3ccccc3)c2)cc1 | 21.4 | 2.5 | -1.2 | 4.6 | 55.6 | 1.3 | 59.6 | 1.9 | -30.8 | 3.7 |
| O=C(Nc1ccc(S(=O)(=O)Nc2ncccn2)cc1)c1ccc(Br)s1 | 11.8 | -4.2 | 0.6 | -0.8 | 93.9 | -2.1 | 91.2 | -15.2 | -38.1 | 1.3 |
| Cc1cc(C=C2C(=O)CCCC2=O)c(C)n1-c1ccccc1 | 8.2 | -1.1 | -5.5 | 24.1 | 101.0 | -0.4 | 92.5 | · | 6.0 | -0.3 |
| COc1ccc(Nc2ccc(S(=O)(=O)N3CCCCC3)cc2[N+](=O)[O-])cc1Cl | 13.1 | 15.4 | -4.2 | -2.0 | 71.4 | -3.1 | 86.5 | 16.5 | -44.2 | 3.4 |
| COC(=O)C1=CNC=C(C(=O)OC)C1c1ccc(C(=O)OC)cc1 | 19.4 | 13.4 | 3.8 | -5.6 | 98.5 | -2.9 | 107.4 | -13.7 | -28.8 | 2.9 |
| COc1ccc(CNC(=O)c2ccccc2SC)cc1 | 8.4 | 9.0 | 0.7 | -4.0 | 91.4 | -1.4 | 100.4 | -7.9 | 13.7 | 2.0 |
| OC(CN1CCCCC1)CN1CCCCC1 | 31.3 | 4.1 | · | -17.9 | 101.5 | -2.0 | 79.1 | 2.8 | -20.8 | 1.3 |
| COc1ccc(/C=N/NC(=O)c2ccco2)cc1Cn1nc(C)cc1C | 7.2 | 4.2 | -3.9 | 1.2 | 100.7 | -3.1 | 86.0 | · | -30.9 | 1.7 |
| Cc1ccc(S(=O)(=O)NC(=O)NC(C)(C)C)cc1 | 19.2 | 0.0 | -0.9 | 3.0 | 98.0 | -1.0 | 99.7 | -24.3 | -39.3 | 2.5 |
| Clc1cccc(CSc2nnc([C@@H]3CCCN3)o2)c1 | 3.3 | 4.8 | -0.6 | -1.8 | 106.2 | -0.4 | 104.1 | -59.4 | -13.2 | 0.3 |
| COC(=O)c1cc(CSc2nnc(-c3ccccc3)c(-c3ccccc3)n2)oc1C | 14.4 | 2.4 | -3.1 | -3.1 | 59.3 | -0.3 | 62.5 | 6.4 | -21.7 | 0.4 |
| S=c1[nH]nc(-c2cccnc2)n1/N=C/C(Cl)=C\c1ccccc1 | 38.6 | 18.0 | -6.5 | 0.3 | 8.0 | -4.8 | 10.2 | -21.9 | -37.7 | 3.5 |
| Cc1c(Cl)cccc1NC(=O)CN1CCC(C(O)(c2ccccc2)c2ccccc2)CC1 | 17.2 | -2.2 | -1.2 | -20.4 | 60.8 | -4.1 | 60.8 | -41.2 | -7.8 | 1.6 |
| CC(C)(C)c1nc2ccccc2[nH]1 | 6.9 | -6.8 | 0.6 | 1.8 | 97.4 | -0.7 | 91.1 | -47.5 | -25.8 | 6.3 |
| CCCCCCCCCCCCOC1OC(CO)C(O)C(O)C1NC(C)=O (configuration not stated) | 4.7 | -2.2 | -6.6 | 1.1 | 77.9 | -4.1 | 84.4 | · | -13.5 | -1.4 |
| Cn1c(CC(=O)NCCO)c(Sc2ccccc2)c2ccccc21 | 6.8 | 13.3 | -6.4 | -1.8 | 94.0 | -2.6 | 91.3 | · | -0.8 | 3.3 |
| CCCS(=O)(=O)N1CCN(Cc2ccncc2)CC1 | 2.3 | -9.5 | -1.1 | -0.7 | 89.7 | -0.9 | 92.6 | -7.1 | -16.7 | 1.2 |
| O=C(C1CCCCC1)N1CCC(n2nnc3ccccc32)CC1 | 2.6 | -7.2 | · | -4.7 | 90.9 | -0.1 | 89.8 | · | -28.7 | 1.5 |
| COc1ccccc1-c1nnc(SCC(=O)N2CCOCC2)o1 | 5.3 | 13.6 | · | 3.6 | 94.2 | -1.1 | 93.1 | -24.7 | -29.5 | 3.0 |
| O=C(COC(=O)c1ccccc1S(=O)(=O)N1CCCCC1)NCC(F)(F)F | 21.2 | 1.7 | -2.6 | -10.6 | 98.1 | -1.1 | 91.7 | -6.5 | -47.5 | -0.7 |
| CSc1nnc(SCC2=NNC(=O)SC2)s1 | 6.2 | -3.8 | -0.1 | -0.8 | 90.6 | 0.0 | 90.7 | 15.1 | -30.0 | 2.2 |
| Cc1ccc2c(c1)SC1=NC(c3ccccc3)(C(F)(F)F)NC(=O)N12 (configuration not stated) | 18.6 | -9.1 | · | -1.2 | 81.3 | 0.1 | 84.6 | -24.5 | -45.0 | -0.7 |
| O=C(NCc1cccnc1)c1ccccc1Br | 12.0 | -9.1 | 2.0 | -5.1 | 107.2 | 0.0 | 102.7 | -13.7 | -45.0 | 1.4 |
| O=C(CSc1ncnc2c1oc1ccccc12)Nc1ccc2c(c1)OCCO2 | 14.9 | -5.9 | · | · | 87.2 | -2.9 | 85.7 | 3.2 | -13.1 | 2.7 |
| Cc1c(NC(=O)OCCNC(=O)Nc2ccccc2)sc(=S)n1C | 2.2 | -10.8 | · | -20.7 | 91.3 | -2.7 | 86.9 | -1.8 | -43.9 | -1.3 |
| Cc1nc2sccn2c(=O)c1Br | 15.8 | 0.5 | -9.7 | -2.9 | 92.2 | -0.5 | 86.9 | -59.0 | -12.2 | 3.0 |
| CCCCC(CC)CNC(=O)C1CCCN(S(=O)(=O)c2cnc[nH]2)C1 (configuration not stated) | 10.1 | -0.4 | -0.1 | -1.8 | 101.2 | 1.5 | 103.0 | · | -31.3 | 2.7 |
| COc1ccc(NC(=O)CN(c2ccc(C(C)C)cc2)S(=O)(=O)c2c(C)noc2C)cc1OC | 7.6 | 6.0 | -0.4 | -2.4 | 94.2 | -2.2 | 88.6 | · | -4.9 | 3.6 |
| Cc1cc(NC(=O)CSc2nc3c(c(=O)n2-c2ccc(Br)cc2)SCC3)no1 | 23.3 | -3.6 | · | · | 9.1 | -7.2 | 46.4 | 12.1 | -8.9 | 7.4 |
| CCc1c(C)sc(NC(=O)c2cccs2)c1C#N | 11.6 | 21.7 | 0.1 | 1.3 | 99.3 | -1.7 | 99.3 | · | -43.6 | 0.2 |
| O=C(OCC(CO)OC(CO)n1ccc(=O)[nH]c1=O)c1ccccc1 (configuration not stated) | 5.7 | 2.7 | -0.9 | -0.5 | 103.6 | 0.0 | 93.5 | -9.3 | -30.2 | 4.1 |
| O=C(CSc1nc2cc(Cl)ccc2o1)c1cccs1 | 8.4 | -15.1 | -0.6 | -13.5 | 92.4 | 0.1 | 98.8 | · | -13.2 | 4.4 |
| O=C(CCN1C(=O)c2ccccc2C1=O)N1CCC(c2ccccc2)C1 (configuration not stated) | 31.4 | -8.3 | -2.1 | -5.5 | 86.5 | -2.0 | 79.7 | -12.7 | -18.9 | 1.7 |
| Cc1cc(C2=NNC(=NC3CC3)SC2)c(C)n1-c1c(C)n(C)n(-c2ccccc2)c1=O | 10.9 | -2.1 | 2.7 | 2.1 | 88.8 | -2.9 | 82.2 | 1.5 | -10.4 | -1.5 |
| CS(=O)(=O)N(Cc1ccccc1)c1ccccc1C(=O)O | 3.4 | -14.1 | 0.2 | -15.2 | 100.9 | -0.4 | 107.7 | 5.9 | -24.4 | 1.8 |
| O=C(/C=C/c1ccccc1)NCCN1CCOCC1 | 20.5 | 4.5 | 2.0 | 5.7 | 95.2 | 1.1 | 101.2 | · | -31.3 | 2.9 |
| CCC1=NN(C(=O)c2ccc(Br)cc2)C(O)(c2ccc(C)cc2)C1 (configuration not stated) | 14.4 | 1.8 | -9.6 | -4.8 | 86.7 | 0.0 | 93.0 | -15.8 | -16.8 | 6.0 |
| CCOC(=O)c1nn(-c2ccccc2C)c2nc(-c3ccc(Cl)cc3)c(C#N)c(=O)n12 | 20.6 | 1.2 | · | -0.2 | 2.1* | -2.8 | 1.7* | -1.9 | -43.8 | 4.4 |
| O=C(Nc1ccc(Br)cc1F)C1CCCN(S(=O)(=O)c2cnc[nH]2)C1 (configuration not stated) | 8.7 | -1.4 | 0.2 | -5.0 | 103.3 | 2.7 | 101.4 | · | -23.1 | -1.1 |
| Cc1ccc(CNC(=O)CS(=O)Cc2nc(-c3cccs3)oc2C)cc1 (configuration not stated) | 14.6 | -3.1 | · | -7.5 | 88.9 | -2.5 | 74.3 | 12.6 | -10.6 | 1.9 |
| Cc1ccccc1OCCCC(=O)Nc1ccc(N2CCOCC2)cc1 | 3.9 | -6.0 | -1.0 | · | 94.7 | -2.3 | 93.1 | 75.5* | -27.5 | 1.4 |
| O=C1CCCc2nn(-c3ccccc3)c(-c3ccncc3)c21 | 22.3 | 3.4 | -0.8 | 3.8 | 93.8 | -3.6 | 95.1 | · | -18.6 | 0.1 |
| COc1ccc(C(=O)NCCCn2ccnc2)cc1 | 27.4 | -1.7 | -0.5 | -0.3 | 95.9 | 1.4 | 95.5 | · | -31.5 | 0.9 |
| O=C(NNC(=O)C1CCN(S(=O)(=O)c2ccc(Cl)cc2)CC1)c1ccccc1 | 9.8 | 5.5 | -0.5 | -1.3 | 92.4 | -2.2 | 106.2 | -12.2 | -9.5 | 1.9 |
| CCN(CC)C(=O)c1sc(NC(=O)c2ccc(OC)c([N+](=O)[O-])c2)c(C#N)c1C | 5.0 | 1.3 | -4.5 | -0.1 | 95.6 | -1.6 | 88.1 | · | -28.2 | 8.2 |
| Cc1ccc(C(=O)NC(=S)Nc2cccc3nsnc23)cc1 | 11.6 | 6.1 | · | -3.2 | 100.8 | -3.2 | 93.3 | -16.3 | -18.4 | 4.4 |
| Nc1nnc(SCCCC(=O)c2ccccc2)s1 | 26.0 | 0.7 | -4.3 | -3.6 | 89.5 | -2.5 | 92.6 | · | -25.7 | 4.7 |
| CCOC(=O)c1cc(-c2ccccc2)sc1NC(=O)C(C)C | 21.0 | -9.9 | -9.2 | -1.2 | 95.4 | -0.4 | 91.1 | -65.7 | -29.5 | 3.1 |
| CCOC(=O)N1CCN(C(=O)COc2ccc(S(=O)(=O)NCc3ccccc3)cc2)CC1 | 2.9 | -2.7 | -1.5 | 6.7 | 93.4 | -2.3 | 93.0 | 14.9 | -24.7 | -1.6 |
| COc1cc(C(c2sc3ncnn3c2O)N2CCN(c3ccccc3F)CC2)cc(OC)c1OC (configuration not stated) | 5.3 | 4.9 | -0.5 | -9.2 | 94.2 | 2.8 | 97.2 | 1.9 | 4.9 | 2.9 |

Source: PubChem BioAssay
